CRFR2-BP ag: agonists of human CRF-binding protein/CRF-R2 receptor complex; HEK293 CRF-R2/CRF-BP, calcium dye fluorescence (FLIPR); percent of saturating CRF peptide response; activation, % at 13.2 µM; actives 0.46% (n = 350,000); AID 588473;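 active means activation of at least 50%, plus an integration ratio under a set limit after plate pattern correction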;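 further: plate controls were neutral control wells without compound for no effect and CRF at EC100 for full effect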
TAAR1 agonist: human TAAR1 agonism. Q96RJ0. CHO RD-HGA16 TAAR1, Fluo-8 calcium fluorescence; vehicle wells 0%, saturating PEA agonist 100%. activation, % at 3 µM. actives 0.99% (n = 360,000);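 active means activation above the mean activation of all test compounds in the run plus 3 SD, cut at about 38% in these data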
Target sequence (Q96RJ0 whole entry, looked up): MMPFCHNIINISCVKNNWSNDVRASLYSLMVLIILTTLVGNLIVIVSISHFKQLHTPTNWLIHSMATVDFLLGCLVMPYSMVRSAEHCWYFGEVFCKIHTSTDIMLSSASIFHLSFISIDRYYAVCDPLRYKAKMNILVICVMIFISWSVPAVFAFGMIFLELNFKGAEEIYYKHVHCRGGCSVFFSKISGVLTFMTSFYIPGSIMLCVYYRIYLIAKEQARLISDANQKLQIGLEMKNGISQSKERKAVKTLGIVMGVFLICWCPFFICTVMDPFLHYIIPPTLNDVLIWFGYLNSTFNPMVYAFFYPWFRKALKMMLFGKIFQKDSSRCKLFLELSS
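Test system: RD-HGA16 (CHO) cells co-expressing Gα16 and hTAAR1; dosing: one-point dosing at 3 µM (nominal); timing: 17-24 h seeding, 75 min 37 °C dye, 30 min RT; signal: kinetic Fluo-8 calcium fluorescence; read-out basis: % activation relative to PEA EC100 response; controls: DMSO and PEA EC100; replicates: n 1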
M5 antag: antagonists of human muscarinic M5 receptor (CHRM5); P08912; CHO-hM5 cells, Fluo-8 calcium fluorescence, ACh EC80; inhibition, % at 3 µM; actives 0.59% (n = 360,000);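 active means inhibition above a per-plate cutoff, the mean of that plate's test compounds plus 3 SD, cut at about 27% in these data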;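 further: 0% = acetylcholine EC80 with DMSO and 100% = DMSO without agonist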
Target sequence (P08912 whole entry, looked up): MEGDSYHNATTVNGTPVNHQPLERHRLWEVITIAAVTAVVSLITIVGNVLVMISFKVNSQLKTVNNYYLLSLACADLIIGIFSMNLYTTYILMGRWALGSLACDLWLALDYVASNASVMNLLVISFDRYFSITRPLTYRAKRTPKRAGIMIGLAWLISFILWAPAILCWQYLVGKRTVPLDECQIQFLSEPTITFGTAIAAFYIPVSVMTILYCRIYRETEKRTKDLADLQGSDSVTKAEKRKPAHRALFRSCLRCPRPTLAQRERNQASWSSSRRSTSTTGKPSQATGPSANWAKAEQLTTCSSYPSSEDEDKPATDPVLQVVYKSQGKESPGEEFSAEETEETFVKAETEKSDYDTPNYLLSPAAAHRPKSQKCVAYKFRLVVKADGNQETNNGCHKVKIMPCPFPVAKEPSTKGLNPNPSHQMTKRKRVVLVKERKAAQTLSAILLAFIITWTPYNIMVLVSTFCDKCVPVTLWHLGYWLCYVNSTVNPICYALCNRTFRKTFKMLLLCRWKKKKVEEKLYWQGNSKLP
TAAR1 antag: human TAAR1 antagonism; CHO RD-HGA16 TAAR1, Fluo-8 calcium fluorescence, antagonist; inhibition, % at 3 µM; actives 1.5% (n = 360,000);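 active means inhibition above a per-plate cutoff, the mean inhibition of test compounds on that plate plus 3 SD, cut at about 49% in these data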;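 further: 0% = DMSO plus EC80 beta-PEA response and 100% = DMSO alone without agonist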
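Material: CHO RD-HGA16 cells bearing hTAAR1; compound dosing: one-point dosing, 3 µM nominal final; schedule: dye loading 75 min at 37 °C, then 30 min room temperature; measured by: calcium fluorescence with Fluo-8; control set: vehicle and agonist controls; replication: n of 1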
CHRM5 PAM: positive allosteric modulators of human muscarinic M5 receptor | actives 0.3% (n = 360,000) | activation, % at 3 µM | P08912 | AID 624038 | CHO-K1 hM5, Fluo-8 calcium, ACh EC20 PAM; 0% = ACh EC20, 100% = ACh EC100;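 active means activation above the run cutoff, the mean activation of all test compounds plus 3 SD, cut at about 18% in these data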
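Test system: CHO-K1 hM5 cells / Doses: single-point, 3 µM nominal / Times: Post-acetylcholine fluorescence recording 140 s / Technique: Fluo-8 calcium fluorescence / Measure: Max/basal fluorescence ratio as % of EC20–EC100 ACh window / Benchmarks: low control EC20 acetylcholine (0%), high control EC100 acetylcholine (100%) / Replicates: one well per compound, no replicates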
CRFBP-R2 block: blocks CRF-induced signaling of the CRF-BP/CRF-R2 complex | HEK293 CRF-R2/CRF-BP, CRF-induced calcium fluorescence | inhibition, % at 11.8 µM | actives 0.59% (n = 350,000) | AID 588475;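 active means inhibition of the ligand-induced calcium signal above about 50% at the single tested concentration, limit read from the data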
CHO-K1 Ca PAM: M1 PAM counterscreen hit in parental CHO-K1 cells. activation, % at 3 µM. ATP EC20, Fluo-8 calcium fluorescence; 0% at ATP EC20, 100% at ATP max. actives 0.02% (n = 360,000). AID 602247;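 active means activation above the run cutoff, the mean activation of all test compounds plus 3 SD, cut at about 40% in these data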;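 further: peak over basal fluorescence ratio in a 140 s read after ATP addition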
CHRM5 agonist: CHRM5 agonism in calcium assay | CHO-K1 hM5 cells, Fluo-8 calcium fluorescence; 0% DMSO wells, 100% maximal acetylcholine response | actives 0.19% (n = 360,000) | activation, % at 3 µM | AID 624037 | P08912;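 active means activation above the run's mean over test compounds plus 3 SD, cut at about 23% in these data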;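 further: signal is peak over basal fluorescence ratio across the kinetic read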
M4 PAM: potentiates acetylcholine response at human M4 receptor | actives 0.4% (n = 360,000) | activation, % at 3 µM | CHO-K1 hM4/Gqi5, Fluo-8 calcium fluorescence, ACh EC20; 0% = ACh EC20, 100% = maximal ACh | P08173;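 active means activation above its plate's cutoff, the mean activation of sample wells plus 3 SD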; further: some results filed as inactive read as strong as hits
Starred values were filed as active, the others as inactive; / = no result given.

#	compound	CHRM5 PAM	CHO-K1 Ca PAM	CRFR2-BP ag	M4 PAM	TAAR1 agonist	CRFBP-R2 block	TAAR1 antag	CHRM5 agonist	M5 antag
1	N#CC(=C=[N-])/C=C(\C(=O)c1ccccc1)[n+]1ccccc1	2	24	-0.7	10	7	-9	-2	-3	3
2	COc1ccc(NC(=O)CN(C)C(=O)c2ccc(C)s2)cc1	4	19	-0.5	7	4	15	0	-4	-1
3	CC(C)C(NC(=O)CCNC(=O)c1ccc(C(C)(C)C)cc1)c1nc2ccccc2[nH]1 (stereo not drawn)	-7	19	-2.1	4	4	-3	-5	-1	-7
4	Cc1cc(C(=O)COc2cccc3cccnc23)c(C)n1C	1	6	190*	-5	5	-136	4	1	0
5	COCCn1c(Sc2ccc(C)cc2)nc2c1c(=O)[nH]c(=O)n2C	12	17	-1.8	11	0	-8	15	-14	2
6	N#Cc1ccc(C(=O)NCC(c2ccco2)N2CCCCC2)cc1 (stereo not drawn)	-1	25	2.1	6	5	-14	2	-4	-1
7	CCC(=O)Nc1ccc(NC(=O)c2ccccc2)nc1	2	6	-0.7	-1	2	-3	3	-1	-4
8	Cc1cc(C)cc(C(=O)NCC(=O)OCc2nc(N)nc(Nc3ccccc3C)n2)c1	3	-1	-1.4	10	8	14	-14	-2	-3
9	Nc1nc(Nc2ccccc2)nc(NC2CCCCC2)c1[N+](=O)[O-]	4	-5	-1.9	3	12	-43	-5	-2	-5
10	Cc1cccc(CSc2nnc([C@@H]3CCCN3)o2)c1	1	10	0.0	3	2	1	-18	-1	6

More records follow:
#	compound	CHRM5 PAM	CHO-K1 Ca PAM	CRFR2-BP ag	M4 PAM	TAAR1 agonist	CRFBP-R2 block	TAAR1 antag	CHRM5 agonist	M5 antag
11	COc1ccc(C(=O)Nc2cnccn2)cc1[N+](=O)[O-]	-1	-18	1.7	7	3	2	-17	-2	9
12	CC(C)C[C@@H]1Cc2[nH]c(=S)[nH]c(=O)c2[C@H](CCc2ccccc2)O1	2	29	/	3	8	/	-29	1	3
13	N#Cc1ccccc1NC(=O)CNc1ccccc1N1CCCCC1	5	13	-2.5	6	4	11	-4	-6	1
14	CCOc1ccc(OCCCC(=O)Nc2nc3ccccc3[nH]2)cc1	13	7	-0.7	8	0	5	-24	2	-4
15	CN1C(=O)CON=C1c1cccc2ccccc12	-1	0	/	-2	1	/	-9	0	-2
16	Fc1cccc(CSc2ccc(-c3ccco3)nn2)c1	-1	26	-0.7	6	8	-10	-9	-4	-2
17	Cc1ccccc1NC(=O)c1ccc2c(c1)CCN2S(C)(=O)=O	-2	-17	0.5	-1	2	8	-6	-3	9
18	CC(C)c1nnc(NC(=O)CCC(=O)N2CCN(C3CCCCC3)CC2)s1	-4	2	-1.9	0	/	10	/	-2	1
19	CCCNC(=O)c1cc2ccccc2c(=O)o1	4	9	0.5	-2	1	4	0	-2	-2
20	Cc1cc2n(n1)SC(Nc1ccc(F)c(Cl)c1)N2 (stereo not drawn)	-4	21	-1.2	-1	5	-19	8	0	6

Additional records
#	compound	CHRM5 PAM	CHO-K1 Ca PAM	CRFR2-BP ag	M4 PAM	TAAR1 agonist	CRFBP-R2 block	TAAR1 antag	CHRM5 agonist	M5 antag
21	Cn1c(/C=C/c2ccc(Br)cc2)c([N+](=O)[O-])c(=O)n(C)c1=O	-2	-1	-1.8	6	-3	3	1	-5	-10
22	Cc1cc(SCC(=O)c2cc3ccccc3o2)nc2ccccc12	-8	-10	5.3	0	6	-13	-2	1	14
23	Cc1ccc(S(=O)(=O)N2CCN(c3nc4ccccc4nc3-n3nc(C)cc3C)CC2)cc1	-6	8	1.2	7	4	0	1	-9	-8
24	NC(=O)c1ccccc1OCC(=O)Nc1ccc2c(c1)CCC2	-6	6	-0.9	3	2	-2	24	1	11
25	C(=N\Nc1nc2ccccc2[nH]1)/c1ccc2c(c1)OCO2	-5	17	-1.1	3	4	17	5	-5	4
26	COc1ccccc1C1CCN(c2ccc([N+](=O)[O-])cn2)CC1	0	14	2.5	0	10	-8	12	-2	3
27	CC(=O)Cc1nsc(NC(=O)c2ccco2)n1	-3	-9	0.2	2	5	10	3	0	2
28	CCOC(=O)CN1C2=NCCN2c2ccccc21	6	11	1.3	-2	19	-9	-7	-4	-3
29	C#CCOCCOCCOCCNc1nc(N2CCN(C(=O)CCCCCCCCCCNC(=O)[C@H]([C@@H](C)CC)n3cc(CCCCCN)nn3)CC2)nc(N2CCN(C(=O)CCCCCCCCCCNC(=O)[C@@H]([C@H](C)O)n3cc(C)nn3)CC2)n1	10	-12	6.8	13	/	-20	/	11	2
30	Cc1nc2ccccc2nc1OCc1ccc([N+](=O)[O-])cc1	16	9	-0.9	2	3	14	6	0	-15

Going on with the list.
#	compound	CHRM5 PAM	CHO-K1 Ca PAM	CRFR2-BP ag	M4 PAM	TAAR1 agonist	CRFBP-R2 block	TAAR1 antag	CHRM5 agonist	M5 antag
31	COc1ccc(/C=N/OCC(=O)N(Cc2ccccc2)c2ccccc2C(=O)O)cc1	-6	24	-2.4	-2	5	19	-9	-1	7
32	COC(=O)c1nnn(CC(=O)NC(=O)Nc2cccc(Cl)c2C)c1C(=O)OC	-2	20	-1.5	2	22	2	7	3	12
33	CCCCn1nnnc1NCc1ccc(OC)c(OC)c1OC	0	10	-0.1	-2	5	12	-3	-1	-5
34	CCc1ccccc1NC(=O)CCN1C(=O)C2C3CCC(C3)C2C1=O (stereo not drawn)	2	-9	-1.0	2	0	-2	7	1	-3
35	O=C(CN1CCCCCC1)N1c2ccccc2Sc2ccc(C(F)(F)F)cc21	-22	19	3.1	-15	12	-32	-24	-6	98*
36	COc1ccc(S(=O)(=O)Nc2ccc3c(c2)OCCO3)cc1Cl	-4	16	-1.4	-4	2	-1	7	4	1
37	COc1ccc(Nc2nc(NC(C)(C)C)nc(N3CCOCC3)n2)c(OC)c1	4	6	-1.8	2	-2	-33	9	-2	-7
38	CN(C)c1ccc(/C=N/NC(=O)c2cccc(N3CCCC3=O)c2)cc1	-3	19	-0.2	-6	0	6	17	-2	2
39	COc1ccc(NC(=O)Cn2ncc(Cl)c(Cl)c2=O)cc1S(=O)(=O)N1CCOCC1	3	17	-0.7	5	2	3	-10	-1	-1
40	CC1CC(C)CN(C(=O)COC(=O)c2ccc(Cl)nc2)C1 (stereo not drawn)	-3	0	-1.9	1	0	14	-21	3	-1

Following part.
#	compound	CHRM5 PAM	CHO-K1 Ca PAM	CRFR2-BP ag	M4 PAM	TAAR1 agonist	CRFBP-R2 block	TAAR1 antag	CHRM5 agonist	M5 antag
41	COc1ccccc1C(=O)Nc1ccc(S(=O)(=O)Nc2nccs2)cc1	0	0	-1.0	0	0	-5	16	-3	11
42	O=C(CSc1nnnn1-c1ccccc1)N1CCN(C(=O)c2ccco2)CC1	-5	-2	-1.4	2	-1	6	-4	1	5
43	Cc1nnc(SCC(=O)NNC(=O)COc2ccc(Br)cc2)n1C	5	-13	-1.4	9	0	4	4	1	4
44	COc1cccc(OCc2ccc(Cl)cc2)c1C#N	-5	19	0.1	-7	-3	-14	-31	-11	1
45	CCOC(=O)C1CCCN(C(=O)COc2ccccc2O)C1 (stereo not drawn)	-29	18	-0.8	-3	43*	-4	31	49*	3
46	COc1ccc(C(CCN(Cc2ccc(OC)c(OC)c2)C(C)=O)C(C)C)cc1 (stereo not drawn)	-12	-3	0.7	-10	3	1	-1	-5	1
47	O=C(CC(C(=O)O)C1CCCO1)NCc1ccccc1 (stereo not drawn)	0	5	-1.5	-4	12	1	-11	-2	1
48	CC1CCCN(C(=O)c2ccc3c(=O)n(Cc4ccc5c(c4)OCO5)c(=S)[nH]c3c2)C1 (stereo not drawn)	3	10	2.9	14	7	35	15	0	-7
49	CC(C)CNS(=O)(=O)c1ccc(S(=O)(=O)N2CCC(N3CCCCC3)CC2)cc1	-3	14	-0.1	-6	5	-4	-8	-6	15
50	Cc1cccc(C)c1OCCn1nc(C(=O)O)c2ccccc2c1=O	-4	7	-0.7	-5	9	-11	36	3	1

From compound 43 up to 50, copied from above:
#	compound	CHRM5 PAM	CHO-K1 Ca PAM	CRFR2-BP ag	M4 PAM	TAAR1 agonist	CRFBP-R2 block	TAAR1 antag	CHRM5 agonist	M5 antag
43	Cc1nnc(SCC(=O)NNC(=O)COc2ccc(Br)cc2)n1C	5	-13	-1.4	9	0	4	4	1	4
44	COc1cccc(OCc2ccc(Cl)cc2)c1C#N	-5	19	0.1	-7	-3	-14	-31	-11	1
45	CCOC(=O)C1CCCN(C(=O)COc2ccccc2O)C1 (stereo not drawn)	-29	18	-0.8	-3	43*	-4	31	49*	3
46	COc1ccc(C(CCN(Cc2ccc(OC)c(OC)c2)C(C)=O)C(C)C)cc1 (stereo not drawn)	-12	-3	0.7	-10	3	1	-1	-5	1
47	O=C(CC(C(=O)O)C1CCCO1)NCc1ccccc1 (stereo not drawn)	0	5	-1.5	-4	12	1	-11	-2	1
48	CC1CCCN(C(=O)c2ccc3c(=O)n(Cc4ccc5c(c4)OCO5)c(=S)[nH]c3c2)C1 (stereo not drawn)	3	10	2.9	14	7	35	15	0	-7
49	CC(C)CNS(=O)(=O)c1ccc(S(=O)(=O)N2CCC(N3CCCCC3)CC2)cc1	-3	14	-0.1	-6	5	-4	-8	-6	15
50	Cc1cccc(C)c1OCCn1nc(C(=O)O)c2ccccc2c1=O	-4	7	-0.7	-5	9	-11	36	3	1

Compound activity deposited in PubChem BioAssay by several laboratories.
